High-throughput results (PubChem BioAssay)
BRCA1 expr act – BRCA1 expression activation | MCF7-BRCA1-FFLuc reporter, luminescence, 48 h; response scale: scaled: vehicle 0%, 10 µM genistein 100% | Potency, µM (titrated, usually from 46.1 µM), inactives show at the top dose activation, hits mostly activators | 1.1% of 380,000 active | AID 624202; note: nearly all actives have a fitted effect of over 80% in size; some results filed as inactive show a strong effect at the top dose
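Luminescence from a BRCA1-driven firefly luciferase in MCF7 cells was the read-out, taken 15 min after substrate addition following 48 h compound exposure at 37 °C. Data were normalized to a 10 microM genistein control and DMSO vehicle.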
Rab9 prom act – activators of Rab9 promoter. Huh7 Rab9 promoter-luciferase reporter, luminescence, 24 h. Potency, µM (highest dose often 9.22 µM), without a hit: at the highest dose activation, negative = inhibition, actives largely listed as activators. 2.8% of 320,000 active; note: % of control where 0% means no effect; nearly all actives have a fitted effect of over 60% in size
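Promoter activation is measured as luciferase luminescence in Huh7 cells stably transfected with a Rab9 promoter–luciferase construct, following 24 h compound exposure at 37 °C and 10 min reagent incubation at ambient temperature.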
MBNL1 CUG block – MBNL1-poly(CUG) RNA binding inhibition. Q9NR56. Potency, µM (highest dose often 57.5 µM), for inactives: top-dose activity change, negative = inhibition, usual class: inhibitors. TR-FRET MBNL1-His/biotin-(CUG)12 binding, 665/545 ratio. 0.036% of 280,000 active; active = well fitted inhibition curve with a large enough effect in the signal ratio, with a control signal flat, not every such curve was filed as active; inconclusive = small, poorly fitted or top-dose-only effect, or effect the other way, or a change in a side signal; inactive = no such curve, though single readings can be large or run the other way; the % refers to the signal ratio; note: % is set by controls: 0 for no effect and ±100 for the full control effect
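TR-FRET between His-tagged MBNL1 and biotin-(CUG)12 RNA, detected with Tb anti-His antibody (0.055 ng/ul) and streptavidin-XL665 (5 nM), 60 min at room temperature. Compounds titrated 92 nM to 58 uM; 665/545 nm ratio normalized to buffer and complex controls.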
FLuc counter – firefly luciferase modulation, counter-screen for miR-21 project; purified FLuc, Km substrates, luminescence inhibition; Potency, µM (series often up to 57.5 µM), for the others: at the top dose activity change, negative = inhibition, most hits filed as inhibitors; 6.9% of 360,000 active; P08659; AID 588342;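 note: plate controls were vehicle for no effect and reference inhibitor for full effect; nearly all actives have a fitted effect of over 55% in size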
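Biochemical qHTS of compounds, final roughly 60 µM downward over six points, against 10 nM purified firefly luciferase using Km concentrations of substrates (10 uM D-luciferin, 10 uM ATP) in Tris acetate pH 7.5 buffer; luminescence output.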
Gal4-VP16 FLuc – inhibits Gal4-VP16 luciferase reporter, ROR gamma counter-screen | Potency, µM (titrated, usually from 53.6 µM), for the others: at the highest dose activity, negative = inhibition, hits mostly inhibitors | AID 2546 | Drosophila S2 Gal4-VP16 UAS-luciferase, luminescence, 20 h | 3.5% of 310,000 active;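 note: Gal4-VP16 expression switched on by copper sulfate through the metallothionein promoter; % is set by controls: 0 for no effect and ±100 for the full control effect; nearly all actives have a fitted effect of over 50% in size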
MLL CXXC-DNA inh – MLL CXXC-DNA interaction inhibition. Potency, µM (doses to about 115 µM), inactives show at the highest dose activity change, negative = inhibition, usual class: inhibitors. Q03164. 0.037% of 290,000 active. AID 2662. MLL-CXXC / FITC-HOXA9 DNA fluorescence polarization; active = well fitted inhibition curve with a large enough effect in the polarisation, with a control signal flat, not every such curve was filed as active; inconclusive = small, poorly fitted or top-dose-only effect, or effect the other way, or a change in a side signal; inactive = no such curve, though single readings can be large or run the other way; the % refers to the polarisation
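Steps: dispense CXXC domain solution (7 uM) → pin compounds or unlabeled HOX-A9 DNA control → 5 min ambient → add FLSN-HOX-A9 solution (50 nM) → spin → 30 min ambient → fluorescence polarization. Tris pH 7.5/NaCl/DTT/BSA buffer.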
NPC1 prom act – activators of NPC1 promoter; Potency, µM (titrated, usually from 9.22 µM), inactives show top-dose activation, hits mostly activators; 2.4% of 320,000 active; Huh7 NPC1 promoter luciferase reporter, 24 h;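 note: % of control where 0% means no effect; nearly all actives have a fitted effect of over 60% in size; reporter is driven by a mutant NPC1 promoter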
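Readout is luciferase luminescence, reflecting NPC1 promoter activation in stably transfected Huh7 cells after 24 h compound exposure at 37 °C in reduced-serum medium with 10% FBS.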
uPA surface inh – cell surface uPA generation inhibition. cell surface uPA generation assay, qHTS. AID 540303. Potency, µM (highest dose often 38.3 µM), for inactives: top-dose activity change, negative = inhibition, hits mostly inhibitors. 0.31% of 330,000 active; active = well fitted inhibition curve with a large enough effect; inconclusive = small, poorly fitted or top-dose-only effect; inactive = no such curve, though single readings can be large or run the other way; tested in mouse RAW 264.7 cells; note: % is set by controls: 0 for no effect and ±100 for the full control effect; nearly all actives have a fitted effect of over 55% in size
p53 reactivation – restores transcriptional activity of mutant p53 | Potency, µM (highest dose often 92.2 µM), without a hit: top-dose activity change, positive = activation, actives largely listed as activators | AID 504706 | H1299 p53-A138V BP100-luciferase reporter, luminescence, 24 h | 0.063% of 320,000 active; note: % of control where 0% means no effect; nearly all actives have a fitted effect of over 45% in size
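H1299 (p53-null), stable ts p53-A138V + BP100-Luc; 1000 cells/well, Opti-MEM/10% FBS; cpd 4 pt, 1:5; 24 h, 37 deg C, 5% CO2; detection reagent 10 min RT; luminescence.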
ELG1 genotox – inducers of genotoxicity in HEK293T ELG1-luciferase cells; HEK293T ELG1-luciferase reporter, luminescence, 16 h; Potency, µM (doses to about 46 µM), without a hit: top-dose activity change, positive = activation, most hits filed as activators; 1.3% of 330,000 active; AID 504466; note: % of control where 0% means no effect; nearly all actives have a fitted effect of over 60% in size
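Screening used a luciferase reporter fused to human ELG1 in HEK293T cells. Luminescence was read on a CCD plate imager after 16 hr exposure and 30 min ONE-Glo incubation.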
RORgamma inh – ROR gamma (mouse) transcription inhibition; P51450; 5.4% of 310,000 active; Drosophila S2 Gal4-RORgamma UAS-luciferase reporter, 20 h; Potency, µM (top dose mostly 53.6 µM), without a hit: top-dose activity change, negative = inhibition, hits mostly inhibitors; note: % is set by controls: 0 for no effect and ±100 for the full control effect; nearly all actives have a fitted effect of over 60% in size
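Luciferase reporter read in Schneider cells carrying Gal4-RORγ (mouse) and UAS-Photinus luciferase; cells given compound 1 h before 700 uM copper sulfate induction, then incubated 20 h at ambient temperature.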
Numbers without * were called inactive; ? = inconclusive; · = not tested or not shown; & = joins results of further samples; [ ] = dose if it differs, or a comment. Unless noted, calls come from the whole dose curve; as a rule, active = well fitted curve in the direction sought with a large enough effect; inconclusive = small, poorly fitted or top-dose-only effect, or another doubt; inactive = no such curve, though single readings can be large; an effect the other way counts as inactive or inconclusive. Potency is the fitted concentration of half-maximal effect. Not all compounds are listed. The share of hits here may be higher or lower than overall.

Below each SMILES: BRCA1 expr act, Rab9 prom act, MBNL1 CUG block, FLuc counter, Gal4-VP16 FLuc, MLL CXXC-DNA inh, NPC1 prom act, uPA surface inh, p53 reactivation, ELG1 genotox, RORgamma inh
1. COc1ccc(Cl)cc1NC(=O)C(=O)NCc1ccncc1
 : -12%, 1%, 5%, 6%, -14%, 1%, 0%, -8%, 0%, -1%, 9%
2. Cc1ccc(-c2ccc(=O)n(CCC(=O)N3CCN(Cc4ccccc4)CC3)n2)cc1
 : -12%, 3%, 10%, 1%, -4%, -13%, -1%, -2%, -7%, -7%, 35%
3. O=C(O)CCC(=O)N1CCc2cc(S(=O)(=O)NC3CCCC3)ccc21
 : -1%, 6%, -15%, 5%, -2%, ?, -3%, 8%, -5%, -2%, -23%
4. COc1cc(-c2cc(N)n(S(=O)(=O)c3ccccc3)n2)cc(OC)c1OC
 : -28%, -11%, -6%, -1%, 15%, 11%, 1%, -3%, -7%, ?, 5%
5. CN(C(=O)c1ccc(S(=O)(=O)N2CCCC2)cc1)C1CCS(=O)(=O)C1 (stereo not drawn)
 : 10%, 0%, ·, 3%, ·, ·, -3%, 5%, 7%, 1%, ·
6. O=C(CCCC(=O)N(c1cccc(F)c1)C(C(=O)NC1CCCC1)c1ccc(O)cc1)Nc1ccccn1 (stereo not drawn)
 : -9%, -5%, -8%, 0%, -8%, 2%, -3%, 34%[activator], -1%, -3%, 3%
7. O=C(O)CCCNC(=O)CCn1nnc2ccccc2c1=O
 : 34%, -1%, 7%, 6%, -17%, 2%, -8%, 2%, 5%, 0%, 7%
8. CCc1ccc2oc(=O)cc(CN3CCCCC3C)c2c1 (stereo not drawn)
 : -16%, -4%, -1%, 0%, 2%, 8%, -3%, 4%, 9%, 0%, -4%
9. COc1ccccc1NC(=O)C(C)OC(=O)CSCC(=O)Nc1cc(C)on1 (stereo not drawn)
 : 7%, 1%, ·, -2%, ·, ·, 1%, 4%, -1%, 1%, ·
10. COc1cccc(CN2CCN(CC(=O)NCCc3ccccc3)CC2)c1
 : 12%, -1%, -7%, -4%, ·, 1%, 1%, 3%, ·, 0%, ·
11. CCOc1ccccc1C(=O)NC(C(=O)Nc1cccc(S(N)(=O)=O)c1)C(C)C (stereo not drawn)
 : 1%, -5%, 2%, -2%, -2%[10 µM], 0%, 0%, 0%, -3%, -2%, 16%
12. COc1cc(-c2nc3c4ccccc4nc(=S)n3[nH]2)cc(OC)c1OC
 : -31%, -3%, -6%, ?, 1.4µM*, -15%, -3%, -5%, 21%, 9%, 1.4µM*
13. CCCNC(=O)COc1ncnc2sccc12
 : -2%, -1%, -4%, 1%, -8%, 15%, -4%, 6%, 5%, 2%, -13%
14. Cc1ccccc1S(=O)(=O)Oc1ccc2ccc(O)cc2c1
 : ?, -3%, 0%, 17µM*, -6%, 1%, 26%, 14%, ·, 8%, 6%[1.91 µM]
15. O=C(O)CCN1CCc2ccccc21
 : 0%, -11%, 2%, 2%, -5%, 4%, -3%, 2%, -2%, 1%, -15%[10 µM]
16. COc1cc(C2/C(=C(\O)c3ccc4c(c3)OCCO4)C(=O)C(=O)N2Cc2ccco2)ccc1O (stereo not drawn)
 : 9%, -5%, 15%, 4%, -2%, 11%, 3%, 4%, 10%, 0%, -10%
17. CCOc1ccc(C2NC(=O)NC(c3ccccc3)=C2C(C)=O)cc1OC (stereo not drawn)
 : 6%, 2%, -4%, 1%, -16%, 2%, -3%, 5%, ·, 3%, 2%
18. CCNC(=S)N/N=C(\C)c1ccc2c(c1)OCCO2
 : 17%, 14%, 0%, -19%, 7.1µM*, 10%, -2%, -4%, 29%, 4%, 2.8µM*
19. Cn1c(=O)n(Cc2ccccc2F)c(=O)c2c1nc1n2CCN1Cc1ccco1
 : -24%, -1%, -13%, -2%, -1%, -5%, -6%, 3%, -5%, 3%, 17%
20. O=C(Cn1nnc(-c2ccccc2)n1)N/N=C/c1ccc(-c2ccc(Cl)cc2)o1
 : -11%, -3%, ?, -3%, -29%, 26%, 1%, 8%, ?, 10%, 7.1µM*
21. COc1ccc(Cn2c(CCC(=O)Nc3ccc(C)cc3)nc3cccnc32)cc1
 : 0%, 0%, 2%, -5%&-1%, -10%, 10%, -1%, 2%, -5%, -2%, -31%
22. CCCCc1ccc(NC(=S)NCC2CCCO2)cc1 (stereo not drawn)
 : 37%, 0%, -5%, ?, ?, -10%, 10%, 5%, 6%, 1%, 2.8µM*
23. CCC(C(=O)NCCC1=CCCCC1)c1ccccc1 (stereo not drawn)
 : -25%, -1%, -12%, 0%, -19%, 11%, -4%, 8%, -4%, -2%, 45%
24. COc1cccc(NC(=O)CN2C(=O)COc3ccc(Cl)cc32)c1
 : -7%, 1%, -7%, 4%, 3%, 4%, 2%, 4%, -8%, -2%, -29%
25. CC[C@@]12C(=O)N(c3ccc(OC)cc3)C(=O)N1[C@H](c1cccc(C)c1)[C@@H]1C(=O)N(Cc3ccccc3)C(=O)[C@@H]12
 : -9%, -6%, -7%, 0%, -15%, 4%, -4%, -8%, ·, 4%, 39%
26. O=C(CCCSc1nnc(SCCCC(=O)c2ccc(F)cc2)s1)c1ccc(F)cc1
 : -65%, 5%, -7%, 0%, 3%, -1%, 2%, 1%, 11%, -11%, ?
27. NC(=O)c1nsc(C(=O)N(CC(=O)NC2CCCC2)c2ccc(F)c(Cl)c2)c1N
 : -15%, 0%, 16%, 4%, 13%, 14%, -1%, 3%, 0%, -4%, 22%
28. CCOc1ccc(N2C(=O)CC(C(C)c3ccccc3)C2=O)cc1 (stereo not drawn)
 : 19%, 4%, 1%, -18%, 5%, -6%, 2%, 2%, ?, 0%, 31%
29. COc1ccc(NC(=O)CSc2nnc(Cc3ccc(C)cc3)c(=O)n2N)cc1
 : -2%, 0%, ·, -7%, ·, ·, -2%, -5%, 4%, -4%, ·
30. Nc1c(SCCC(=O)O)ccc2c1C(=O)c1ccccc1C2=O
 : 45%, 6%, ?, ?, -3%, ·, 18%, -11%, 7%, 12%, -12%
31. CN(C)CCCNC1CS(=O)(=O)CC1O (stereo not drawn)
 : -9%, -2%, 1%, 0%, 1%, ?, -2%, 2%, 10%, 1%, -12%
32. O=C(Cc1c(C(=O)O)[nH]c2ccccc12)NCCN1CCN(c2cccc(Cl)c2)CC1
 : -12%, -2%, -13%, -1%, 4%, -13%, 0%, -2%, 2%, 0%, -23%
33. CC(C)c1ccc(-c2nnn(CCC(=O)O)n2)cc1
 : -58%, -25%, 0%, 9.5µM*, ?, 6%, -18%, -2%, -9%, -4%, 0.4µM*
34. Cc1nc(NCCO)c2nnn(Cc3ccccc3F)c2n1
 : -22%, 6%, -2%, 4%, 1%, -3%, -4%, -1%, 5%, 1%, -25%
35. O=S(=O)(NCCN1CCOCC1)c1cc(Cl)c(Cl)cc1Cl
 : 8%, -1%, 1%, -3%, 2%, -5%, -1%, -2%, -11%, 2%, 3%
36. Cc1ccc(C(=O)N/C(=C\c2ccco2)C(=O)NCCc2c[nH]c3ccccc23)cc1
 : -22%, 0%, 33%[activator], 15µM*, 6%, 0%, 1%, -12%, 10%, 3%, ?
37. CC(C)Sc1n[nH]c2nc3c(c(=O)n12)C1(CCCC1)Cc1ccccc1-3
 : ·, 6%, 4%, 0%, -10%, -1%, 6%, ·, 2%, -4%, 11µM*
38. O=C(NCc1ccco1)c1cc2nc(-c3cccs3)cc(C(F)(F)F)n2n1
 : -35%, 3%, 35%[activator], 1%, -1%, -1%, -2%, -12%, 13%, -1%, 3%
39. Cc1nnnn1/C(=C\c1ccccc1)C(=O)OCC(=O)N1CC2(C)CC1CC(C)(C)C2 (stereo not drawn)
 : -61%, -2%, 11%, -9%, 10µM*, 6%, -2%, -6%, -37%[inhibitor], -16%, 5µM*
40. CCN1C(=O)/C(=c2\s/c(=C3\Sc4ccccc4N3C)c(=O)n2C)N(C)C1=S
 : ·, 1%, 6%, -15%, 0%, 32%[activator], -2%, ·, 5%, 7%, 6%
41. CCCC1C(c2ccccc2)C(C#N)(C#N)C2(C#N)CC1(N)NC2=O (stereo not drawn)
 : -21%, -22%, 3%, 5%, -1%, -3%, -3%, 5%, -8%, -1%, -14%
42. O=C(NN1C(=O)C2C3C=CC(C4CC34)C2C1=O)c1ccc(Br)cc1 (stereo not drawn)
 : 2%, -4%, -4%, -8%, -12%, -7%, 0%, 0%, 1%, -10%, 34%
